Rac1 GTP hydrolysis = MgcRacGAP GTPase-activating activity inhibitors, confirmation, biochemical, ADP Hunter fluorescence | MgcRacGAP-stimulated Rac1 GTP hydrolysis, ADP Hunter fluorescence; higher % means a stronger effect; GST-tagged Rac1 F28L mutant substrate | inhibition, % at 30 µM, or IC50 in µM where a hit was titrated | actives 0.6% (n = 340,000);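 active = first-screen hits whose inhibition reached a set limit at any dose in the follow-up dose series; inconclusive = inhibition above the set first-screen limit but never retested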;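 note: fluorescence reports GDP produced by GAP-driven GTP hydrolysis; strong numbers were not always called active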
UTI89 phage lysis = protection from phage-mediated lysis, alamar blue read-out – E. coli UTI89, K1F phage, bacterial capsule biogenesis inhibitors (AID 488966). actives 0.02% (n = 340,000). E. coli UTI89 K1F phage lysis, alamar blue, 2 h; higher % means a stronger effect. inhibition, % at 100 µM, or IC50 in µM where a hit was titrated;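 active = phage lysis inhibition, versus mean bacterial control, above a set limit; inconclusive = no clear call, values can overlap the other calls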;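 note: capsule biogenesis inhibitors block K1F phage lysis so surviving cells raise fluorescence; higher fluorescence means more inhibition of phage lysis; actives were called in the ten point dose series up to 300 µM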
T cell modulator = T cell immune modulation candidate. actives 0.068% (n = 330,000). 2C CD8+ T cell-vesicle binding, flow cytometry; hits give low values. calls only at 7 µM;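 active = response, share of CD8 T cells binding vesicles, and their 90th percentile fluorescence all below set limits, cut at about 80% in these data, passing the limit was not always enough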
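System: murine 2C transgenic CD8+ T lymphocytes; also added: QL9-loaded Drosophila micro-vesicles; times: binding 1.5 h at 37 °C; measured by: flow cytometry, PE anti-B7-1 (FL2) versus Alexa647 anti-CD8 (FL8), PFA-fixed; control set: Peptide-free naked vesicles (low) and QL9 vesicles with 0.7% DMSO vehicle (high)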
West Nile virus CPE = inhibition of WNV-induced cytopathic effect – cell-based, CPE readout (AID 1621); West Nile virus-infected cells, CPE inhibition; higher % means a stronger effect; CPE inhibition, % at 10 µM; hits with a dose series show IC50 in µM; actives 0.02% (n = 290,000); in the data active = a potency from the dose series; inconclusive = CPE inhibition mostly from about 3.7% at the one dose, without a potency; inactive = the rest, 99 in 100 with CPE inhibition below about 2.2%; note: strong numbers were not always called active
RSV antiviral HEp-2 = RSV antiviral activity via CPE protection, HEp-2 cells, primary 10 µM value included (AID 2391) | HEp-2 cells, RSV-induced CPE inhibition; higher % means a stronger effect | CPE inhibition, % at 10 µM; hits with a dose series show IC50 in µM | actives 0.13% (n = 310,000); in the data active = a potency from the dose series; inconclusive = CPE inhibition mostly from about 23% at the one dose, without a potency; inactive = the rest, 99 in 100 with CPE inhibition below about 21%; note: strong numbers were not always called active
SV40 large T antigen = SV40 large T antigen inhibitors, biochemical (AID 1903); SV40 large T antigen ATPase/helicase inhibition assay; higher % means a stronger effect; inhibition, % at 20 µM; hits with a dose series show IC50 in µM; actives 0.39% (n = 310,000); in the data active = a potency from the dose series; inconclusive = inhibition mostly from about 32% at the one dose, without a potency; inactive = the rest, 99 in 100 with inhibition below about 32%; note: strong numbers were not always called active
PhoP inhibition = PhoP-dependent GFP reporter repression – Salmonella Typhimurium, primary screen (AID 1863). S. Typhimurium PhoP-regulated promoter GFP reporter, 4 h; higher % means a stronger effect. inhibition, % at 50 µM; hits with a dose series show IC50 in µM. actives 0.16% (n = 300,000);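 active = inhibition over 29.93%, a cutoff 3 SD above the screen mean, later confirmed by dose response; inconclusive = inhibition over 29.93% but no dose response follow-up; inactive = inhibition at most 29.93% or unconfirmed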;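 note: 0% = low Mg2+ inducing control and 100% = high Mg2+ repressing control; strong numbers were not always called active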
Dengue-2 NS5 capping = Dengue-2 NS5 methyltransferase inhibitors, primary screen, biochemical, confirmation dose response (AID 588689); Dengue-2 NS5 methyltransferase capping enzyme assay, biochemical; higher % means a stronger effect; inhibition, % at 25 µM; hits with a dose series show IC50 in µM; actives 0.3% (n = 340,000); in the data active = a potency from the dose series; inconclusive = inhibition above about 29% without an active follow-up result
NTR1 agonist = agonists of NTR1, primary screen, imaging, U2OS cells, beta-arrestin-GFP, high content (AID 493036); P30989; NTR1-U2OS beta-arrestin-GFP spot imaging, agonist mode; activation, % at 20 µM; actives 0.17% (n = 330,000);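 active = activation at or above 40% of the spot to cytoplasm intensity ratio, with at least 20 cells analyzed; inconclusive = wells under 20 cells, flagged as cytotoxic or low count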;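 note: 0% = DMSO without peptide and 100% = 100 nM NTR1 peptide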
Target sequence (P30989 whole entry, looked up): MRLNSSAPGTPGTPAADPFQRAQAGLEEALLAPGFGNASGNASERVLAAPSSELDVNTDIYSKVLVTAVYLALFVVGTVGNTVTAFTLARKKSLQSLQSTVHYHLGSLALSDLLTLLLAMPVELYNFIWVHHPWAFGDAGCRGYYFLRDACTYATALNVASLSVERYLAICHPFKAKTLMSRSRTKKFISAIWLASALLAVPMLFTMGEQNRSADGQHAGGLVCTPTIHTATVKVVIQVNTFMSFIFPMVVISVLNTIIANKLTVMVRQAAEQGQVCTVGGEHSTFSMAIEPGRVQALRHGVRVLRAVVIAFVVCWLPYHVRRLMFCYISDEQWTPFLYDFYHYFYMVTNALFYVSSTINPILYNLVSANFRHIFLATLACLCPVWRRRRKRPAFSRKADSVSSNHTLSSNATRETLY
T cell modulator vesicle-bound % = second read-out of T cell modulator, no call of its own (marks repeat the call); double positive events, %; measured here: CD8+ vesicle-bound cell fraction;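 binding gate set so that unloaded-vesicle control wells show 10% double positive cells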
NTR1 agonist cell count 20 µM = second read-out of NTR1 agonist, no call of its own (marks repeat the call); cell count; measured here: cell count, cytotoxicity flag
Dengue-2 NS5 capping pilot replicate = recorded beside Dengue-2 NS5 capping, whose call it bears; inhibition, %; measured here: pilot screen replicate inhibition
An asterisk follows results filed as active; i = inactive; ? = inconclusive; nt = not tested or not shown; + = active, no number; [ ] = another dose, or the depositor's remark.

SMILES	Rac1 GTP hydrolysis	UTI89 phage lysis	T cell modulator	T cell modulator vesicle-bound %	West Nile virus CPE	RSV antiviral HEp-2	SV40 large T antigen	PhoP inhibition	Dengue-2 NS5 capping	NTR1 agonist	NTR1 agonist cell count 20 µM	others
O=C(Cn1c(=O)oc2ccccc21)N1CCOCC1	1%	0.0%	i	28	0.1%	3.2%	11%	2%	2%	1.9	76
O=C(C1CCCN(S(=O)(=O)c2ccc(Cl)cc2)C1)N(Cc1cccs1)C1CC1 (centres undefined)	6%	2.0%	i	43	0.2%	18%	-2%	21%	0%	3.1	46
CC(C)(C)NC(=O)CSC(=Nc1ccccc1F)NC#N	8%	0.1%	i	25	-0.6%	-0.1%	24%	-1%	-66%	0.7	69	Dengue-2 NS5 capping pilot replicate=-15
Cc1ccc(NC(=O)[C@H](CC(C)C)NC(=O)[C@@H]2Cc3ccccc3CN2)cc1	5%	0.2%	i	9	-0.7%	0.5%	7%	-4%	-2%	1.1	58
CC1CCCN(CC(O)COCc2ccccc2)C1 (centres undefined)	4%	0.2%	i	50	0.1%	0.6%	18%	-2%	-2%	-1.1	88
CC(C)C(=O)Nc1nc2cc3c(cc2s1)OCO3	0%	-2.5%	i	25	0.1%	0.0%	4%	-12%	-3%	-0.3	73
O=C(c1cc(COc2c(F)cccc2F)on1)N(Cc1ccccc1)CC1CC1	6%	-0.1%	i	35	-0.3%	16%	18%	-3%	-17%	1.0	54
CN(C(=O)c1ccc(Cl)cc1)C1=CCCCC1CCC#N (centres undefined)	16%	-0.1%	i	30	-0.1%	1.5%	7%	8%	nt	1.3	62
COC(=O)Cc1c(C)c2ccc(OCC(=O)N3CCCC3)c(C)c2oc1=O	-2%	-0.3%	i	10	-0.1%	4.4%	-2%	3%	1%	-0.8	63
COc1ccc(OC)c(NC(=S)NCCC(c2ccccc2)c2ccccc2)c1	9%	3.9%	i	35	0.6%	?	nt	nt	-3%	3.4	65
NC(=O)C1CCN(C(=S)NCCc2ccccc2)CC1	6%	0.2%	i	28	-0.3%	-0.2%	3%	3%	0%	-1.2	49
COCCCNC(=O)C1CCC(=O)N1Cc1ccccc1Cl (centres undefined)	5%	1.0%	i	14	0.1%	0.1%	-1%	-5%	2%	1.4	32
FC(F)(F)c1cccc(CNC(=S)Nc2ccccc2)c1	7%	-0.3%	i	59	-1.4%	7.8%	6%	1%	-2%	-1.0	81
CC1(C)Cc2c(C#N)c(N)n(-c3ccccc3)c(=O)c2CO1	2%	-1.7%	i	37	0.5%	0.6%	-5%	-12%	-3%	0.0	70
O=C(CSc1nnc(Cc2ccccc2)n1-c1cccc(Cl)c1)NNC(=O)Cc1ccccc1	5%	4.6%	i	30	1.3%	3.2%	5%	3%	-7%	1.2	55
CN(C)c1nnnn1-c1ccccc1Oc1ncc(C(F)(F)F)cc1Cl	3%	1.3%	i	9	-0.4%	0.6%	-6%	-9%	-11%	0.9	35
CN(C(=O)c1ccccc1)c1nccnc1C#N	6%	0.3%	i	50	0.0%	1.8%	17%	-2%	-7%	0.7	56	Dengue-2 NS5 capping pilot replicate=-1.2
CCOC(=O)Cc1c(C)c2c(C)[nH]nc2oc1=O	2%	-0.5%	i	43	0.0%	2.0%	-5%	25%	3%	-0.3	45
CCOc1cccc(C(=O)NC(=S)Nc2ccccc2)c1	16%	4.6%	i	57	0.3%	0.9%	5%	-8%	-1%	0.8	47
CCC(C)(C)NC(=O)CN(C(=O)c1snc(C(N)=O)c1N)c1ccc2c(c1)OCCO2	3%	-0.2%	i	43	-0.5%	0.5%	1%	-4%	-5%	0.7	43
COc1ccc(-c2c(C(F)(F)F)nn(C)c2NC(C)=O)cc1	9%	0.9%	i	23	0.2%	2.2%	6%	1%	-6%	2.3	51
Cc1ccc2c(N)[nH]nc2n1	6%	0.1%	i	15	-0.2%	-2.0%	nt	nt	0%	-0.2	45
C=CCNc1nc(Cl)nc(Nc2ccc(OC)cc2OC)n1	5%	-1.8%	i	53	-0.4%	0.5%	6%	-4%	-4%	-0.8	31
COc1ccccc1OCc1cc(-c2ccccc2)no1	11%	0.3%	i	44	-0.1%	3.9%	2%	1%	4%	0.5	54
O=C(NNC(=O)C12CC3CC(CC(C3)C1)C2)c1cccc(O)c1	5%	-0.1%	i	28	-0.3%	1.5%	8%	-3%	-7%	-1.2	45

Additional entries:
SMILES	Rac1 GTP hydrolysis	UTI89 phage lysis	T cell modulator	T cell modulator vesicle-bound %	West Nile virus CPE	RSV antiviral HEp-2	SV40 large T antigen	PhoP inhibition	Dengue-2 NS5 capping	NTR1 agonist	NTR1 agonist cell count 20 µM	others
CCOc1ccccc1NC(=O)C1CCCN(S(=O)(=O)c2ccc(OC)c(C)c2)C1 (centres undefined)	7%	0.5%	i	63	-0.4%	2.5%	1%	6%	6%	1.2	38
CCOc1ccc(C)cc1S(=O)(=O)N1CCCCC1	6%	0.4%	i	38	-0.8%	2.0%	2%	-2%	-8%	-1.2	65
CN1CCN(CCCOc2ccc(-c3ccccc3)cc2)CC1	6%	-0.2%	i	49	-0.9%	0.7%	3%	-6%	-9%	-1.2	54
C#CCn1c(=NC(=O)CN2C(=O)CCC2=O)sc2cccc(OC)c21	9%	-0.1%	i	30	-0.4%	0.2%	22%	-7%	-3%	-1.0	55
Cc1cc(C)c2c(-n3cccc3)c(C(=O)NNS(=O)(=O)c3ccc(Br)cc3)sc2n1	9%	-0.6%	i	37	-0.8%	53%	15%	-5%	4%	6.3	89
Cc1cccc(-c2nsc(SCC(=O)Nc3cc(C)on3)n2)c1	4%	-0.2%	i	26	1.1%	-0.1%	17%	-3%	-6%	1.9	73
COc1ccc(CNC(=O)C2CCC(=O)N2C(C)C)c(OC)c1 (centres undefined)	-4%	2.7%[50 µM]	i	53	0.0%	0.4%	4%	-2%	-1%	0.1	63
CCOC(=O)c1sc(NC(=O)COC(=O)C(CCSC)NC(C)=O)nc1C (centres undefined)	3%	0.9%	i	12	-0.9%	1.6%	6%	2%	2%	-0.1	49
CCCn1c(SCC(=O)Nc2ccccc2Cl)n[nH]c1=O	15%	0.1%	i	40	-0.1%	1.6%	17%	nt	-4%	1.0	64
O=C(CSc1ncn(-c2ccccc2)n1)Nc1nccs1	-1%	0.0%	i	35	-0.3%	4.4%	4%	11%	-4%	-1.8	93
CCCCN(C(=O)c1ccc(C)c(S(=O)(=O)N2CCOCC2)c1)c1c(N)n(CC(C)C)c(=O)[nH]c1=O	7%	0.6%[50 µM]	i	38	nt	0.2%	3%	1%	-2%	1.3	69
COC(=O)c1ccc(COc2ccc(-c3nnn(CC(N)=O)n3)cc2)cc1	7%	-0.4%	+	nt	-0.1%	0.0%	1%	-1%	-7%	1.9	52
O=C(NCCO)c1ccc(CSc2nc3ccccc3[nH]2)cc1	6%	2.9%	i	32	-0.4%	1.4%	18%	1%	-5%	1.9	45
Cc1cc(C)c(C#N)c(SCC(=O)Nc2ccccc2)n1	4%	0.1%	i	18	-0.1%	-0.3%	3%	7%	-2%	-0.9	34
O=C(CN(C(=O)CCNC(=O)c1ccco1)c1ccccc1)NC1CCCC1	-1%	-0.6%	i	24	-0.2%	0.2%	nt	1%	-9%	-0.3	84
COC(=O)c1ccc(N2CCN(S(=O)(=O)c3ccc(Br)cc3)CC2)c([N+](=O)[O-])c1	6%	0.5%	i	24	2.5%	3.3%	-4%	-7%	1%	-1.4	73
CCN(NC(=O)C(O)(c1ccc(F)cc1)c1ccc(F)cc1)C(=O)c1ccccc1	8%	2.8%	i	30	-0.3%	0.6%	7%	-9%	1%	0.6	42
S=C(NCCc1ccccc1)Nc1ccccc1Cl	4%	2.8%	i	44	-0.8%	3.6%	8%	-10%	-7%	-1.7	52
O=C(Nc1ccccc1)N(C1=NCCC1)c1ccccc1	11%	0.3%	i	58	-0.1%	0.6%	12%	2%	2%	0.1	40
CC(Sc1nnc(C(C)Oc2ccccc2F)o1)C(=O)NCc1ccc2c(c1)OCO2 (centres undefined)	2%	0.3%[50 µM]	i	30	nt	0.6%	nt	nt	-2%	-1.7	62
C/C(=N/NC(=O)c1ccc(-c2ccccc2)cc1)c1cc(O)cc(O)c1	15%	i	i	11	-0.4%	3.2%	24%	1%	-6%	-1.7	49
Cc1cc2nc3ccc(=[N+](C)C)cc-3sc2cc1N	32µM*	-1.0%	nt	nt	0.0%	nt	16%	32µM*	15%	nt	nt
Cc1ccc(N=C2N=C(N)c3ccccc32)c(C)c1	11%	-0.3%	i	51	-0.2%	2.0%	20%	8%	2%	2.1	48
CCCC(=O)Nc1nnc(/C=C/c2ccccc2)s1	5%	0.3%	i	42	-0.3%	0.6%	3%	-7%	1%	1.4	10	Dengue-2 NS5 capping pilot replicate=2.1
Cc1cc(OCC(=O)OCC(=O)N(C)Cc2ccccc2C)ccc1Cl	6%	0.7%[50 µM]	i	45	nt	0.9%	nt	nt	2%	-2.8	71

(further entries)
SMILES	Rac1 GTP hydrolysis	UTI89 phage lysis	T cell modulator	T cell modulator vesicle-bound %	West Nile virus CPE	RSV antiviral HEp-2	SV40 large T antigen	PhoP inhibition	Dengue-2 NS5 capping	NTR1 agonist	NTR1 agonist cell count 20 µM	others
O=C(CCNS(=O)(=O)c1ccc(Br)s1)NCc1ccc2c(c1)OCO2	6%	-0.3%	i	52	0.3%	-1.3%	4%	2%	nt	0.4	36
Cc1nc2cc(NCc3nc4ccccc4n3Cc3ccccc3)ccc2n1C	14%	-1.2%	i	58	nt	5.4%	47%	7%	33%	2.6	32
O=C(Nc1ccc(Cl)c(Cl)c1)N1CCSC1c1ccco1 (centres undefined)	4%	-0.4%	i	26	-0.3%	2.8%	1%	2%	-2%	-0.3	97
CC1CCCC(C)N1C(=O)COC(=O)CNC(=O)c1ccc(Cl)cc1Cl (centres undefined)	2%	0.3%[50 µM]	i	44	nt	-1.1%	10%	5%	-3%	2.1	55
O=C(NCc1ccc(F)cc1)C1CCCN1C(=O)NCc1ccccc1 (centres undefined)	7%	0.4%	i	6	0.0%	-0.1%	6%	-6%	1%	-2.7	87
COc1ccc(NC(=S)N(CCCN2CCOCC2)Cc2cn(C)c3ccccc23)cc1OC	-5%	1.0%[50 µM]	i	53	-1.4%	-1.0%	10%	4%	3%	1.9	80

From PubChem
